High-throughput results: PubChem BioAssay, NMMLSC
LAP4-GFP MLPCN: modulators of LAP4-GFP expression in yeast, primary screen, S. cerevisiae, multiplex flow cytometry, MLPCN library; hit rate 0.34% among 320,000; 3 h; median GFP as percent of DMSO wells; GFP response vs DMSO, % at 10 µM;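 active = GFP response vs DMSO above a set limit, about the screen mean plus 3 SD, cut at about 150% in these data; inconclusive = under 70 cell events counted for the yeast strain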
AGP1-GFP MLPCN: modulators of AGP1-GFP expression in yeast TOR pathway, primary screen, cell-based, multiplex flow cytometry, S. cerevisiae, MLPCN library | 3 h; GFP as percent of DMSO wells | GFP response vs DMSO, % at 10 µM | hit rate 0.02% among 320,000 | AID 2066, 2009;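 active = GFP response relative to DMSO above a set limit, near screen average plus 3 SD, cut at about 150% in these data; inconclusive = fewer than 70 cells counted for the yeast strain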;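 note: median GFP channel fluorescence of the gated AGP1 strain per well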
VLA-4 inh: inhibition in human VLA-4 binding assay, primary screen, VLA-4 allosteric modulator project, MLPCN library, flow cytometry, VLA-4 expressing cells; Integrin alpha-4 (Homo sapiens), P13612; ligand binding flow cytometry; inhibition, % (about 7 µM as worked out from the volumes in the protocol); hit rate 0.2% among 330,000; AID 2557, 2010; in the data active = inhibition above about 50%
Target sequence (P13612 whole entry, looked up): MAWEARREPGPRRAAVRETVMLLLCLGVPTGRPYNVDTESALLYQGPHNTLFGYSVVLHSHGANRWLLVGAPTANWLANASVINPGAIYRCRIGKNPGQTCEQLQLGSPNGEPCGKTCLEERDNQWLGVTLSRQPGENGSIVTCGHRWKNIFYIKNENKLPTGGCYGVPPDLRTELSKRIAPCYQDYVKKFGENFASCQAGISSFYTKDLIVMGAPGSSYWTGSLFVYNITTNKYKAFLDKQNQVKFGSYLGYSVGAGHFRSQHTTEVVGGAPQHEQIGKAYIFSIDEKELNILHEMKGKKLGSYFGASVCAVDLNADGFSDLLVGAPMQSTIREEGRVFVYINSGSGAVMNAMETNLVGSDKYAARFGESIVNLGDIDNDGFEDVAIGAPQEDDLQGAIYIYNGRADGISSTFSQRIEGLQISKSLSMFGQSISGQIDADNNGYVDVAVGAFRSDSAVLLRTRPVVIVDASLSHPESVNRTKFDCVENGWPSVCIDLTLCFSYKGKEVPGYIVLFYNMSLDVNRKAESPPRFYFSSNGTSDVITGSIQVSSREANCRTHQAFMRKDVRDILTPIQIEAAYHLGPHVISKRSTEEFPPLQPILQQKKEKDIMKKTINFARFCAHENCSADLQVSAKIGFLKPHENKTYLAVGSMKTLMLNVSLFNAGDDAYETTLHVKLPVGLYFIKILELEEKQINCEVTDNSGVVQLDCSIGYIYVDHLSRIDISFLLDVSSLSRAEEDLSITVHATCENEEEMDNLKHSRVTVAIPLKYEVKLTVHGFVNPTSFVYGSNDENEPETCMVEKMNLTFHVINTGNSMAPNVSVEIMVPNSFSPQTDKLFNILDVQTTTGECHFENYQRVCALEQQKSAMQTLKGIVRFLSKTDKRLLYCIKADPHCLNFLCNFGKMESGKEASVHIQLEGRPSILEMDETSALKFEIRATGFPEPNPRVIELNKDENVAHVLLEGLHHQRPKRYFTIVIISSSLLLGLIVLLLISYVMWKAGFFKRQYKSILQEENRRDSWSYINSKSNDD
CIT2-GFP yeast: modulators of CIT2-GFP expression in yeast, primary screen, S. cerevisiae, GFP fusion, multiplex flow cytometry, MLPCN library; hit rate 0.065% among 320,000; S. cerevisiae CIT2-GFP strain, 3 h; 100 means same as DMSO wells; GFP response vs DMSO, % at 10 µM;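 active = GFP response relative to DMSO above a set limit, near the screen mean plus 3 SD, cut at about 150% in these data; inconclusive = Fewer than 70 cells measured for a yeast strain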;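 note: ratio of well median GFP fluorescence to mean of DMSO wells on the plate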
MEP2-GFP yeast: modulators of MEP2-GFP levels in yeast, primary screen, S. cerevisiae, multiplex flow cytometry, MLPCN library; S. cerevisiae MEP2-GFP strain, 3 h; 100% = DMSO control level; GFP response vs DMSO, % at 10 µM; hit rate 0.51% among 330,000; AID 2016, 2009;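 active = GFP response versus DMSO above a set limit, roughly screen mean plus 3 SD, cut at about 180% in these data; inconclusive = fewer than 70 cells counted for a yeast strain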;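 note: median GFP fluorescence of the barcode-gated MEP2-GFP cells per well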
GRK2 inh: compounds blocking aptamer binding on GRK2 – biochemical, human GRK2, bead flow cytometry, HTS, primary screen | AID 488847, 2010 | Beta-adrenergic receptor kinase 1 (Homo sapiens), P25098 | inhibition of aptamer binding, % at 10 µM | FAM-aptamer displacement from GRK2 | hit rate 0.59% among 330,000;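 active = inhibition of aptamer binding above 40%, roughly 3 SD of noise, on plates passing a quality check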;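 note: median bead fluorescence of bound FAM aptamer so fluorescent compounds give negative values; no value below 0 was filed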
CR mimetic SO: reduction of superoxide in aged yeast, primary screen, HTS; superoxide response (% of plate mean), % at 10 µM; AID 2690, 2010; S. cerevisiae aged cells, superoxide DHE fluorescence; hits give low values; hit rate 0.18% among 330,000;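 active = superoxide response under a set limit, about three screen SD below normal, cut at about 65% in these data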;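 note: yeast aged for seven days with compound at 30 °C before DHE staining; 100% = average MFI of all compound-treated wells on the plate with controls excluded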
RPL19A-GFP yeast: RPL19A-GFP expression modulators in yeast, primary screen, cell-based, S. cerevisiae, multiplex flow cytometry, MLPCN; S. cerevisiae RPL19A-GFP strain, 3 h; hits give low values; percent response vs DMSO, % at 10 µM; hit rate 0.3% among 330,000;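 active = percent response vs DMSO below 50%; inconclusive = fewer than 70 events counted for the yeast strain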;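 note: median channel GFP fluorescence of the barcoded RPL19A-GFP strain; ratio of sample median GFP to plate DMSO average so 100% = DMSO; lower means less RPL19A-GFP as with rapamycin TOR inhibition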
An asterisk follows results filed as active; [ ] = another dose, or the depositor's remark.

What do the screens show for `O=C(/C=C/c1ccco1)NC(=S)Nc1cc(-c2nc3ccccc3s2)ccc1Cl`?
LAP4-GFP MLPCN: 87; AGP1-GFP MLPCN: 93; VLA-4 inh: 6; CIT2-GFP yeast: 98; MEP2-GFP yeast: 88; GRK2 inh: 0; CR mimetic SO: 90; RPL19A-GFP yeast: 94

Results for COc1cccc(N2CCN(C(c3ccccn3)c3nnnn3C(C)(C)C)CC2)c1 (stereo unspecified) ?
LAP4-GFP MLPCN: 95; AGP1-GFP MLPCN: 95; VLA-4 inh: 7; CIT2-GFP yeast: 94; MEP2-GFP yeast: 97; GRK2 inh: 1; CR mimetic SO: 89; RPL19A-GFP yeast: 98

How did CCc1cc2c(=O)c(-c3ccc(F)cc3)c(C(F)(F)F)oc2cc1OCC(=O)O do in these assays?
LAP4-GFP MLPCN: 97; AGP1-GFP MLPCN: 102; VLA-4 inh: 12; CIT2-GFP yeast: 95; MEP2-GFP yeast: 101; GRK2 inh: 0; CR mimetic SO: 117; RPL19A-GFP yeast: 97

How did CCOC(=O)N1CCN(C(=O)C2CC(c3ccccc3OC)=NO2)CC1 (stereo unspecified) do in these assays?
LAP4-GFP MLPCN: 100; AGP1-GFP MLPCN: 107; VLA-4 inh: -5; CIT2-GFP yeast: 107; MEP2-GFP yeast: 104; GRK2 inh: 0; CR mimetic SO: 89; RPL19A-GFP yeast: 102

What do the screens show for `CC(=O)c1c(C)[nH]c(C(=O)Nc2ccc(C)c(S(=O)(=O)Nc3ccc(C)cc3C)c2)c1C`?
LAP4-GFP MLPCN: 107; AGP1-GFP MLPCN: 99; VLA-4 inh: -4; CIT2-GFP yeast: 91; MEP2-GFP yeast: 95; GRK2 inh: 0; CR mimetic SO: 107; RPL19A-GFP yeast: 97

Results for CNc1cc([N+](=O)[O-])ccc1N/C=C/C(=O)c1cccs1 ?
LAP4-GFP MLPCN: 104; AGP1-GFP MLPCN: 98; VLA-4 inh: 2; CIT2-GFP yeast: 86; MEP2-GFP yeast: 103; GRK2 inh: 0; CR mimetic SO: 104; RPL19A-GFP yeast: 94

Results for Cc1ccc(NC(=O)COC(=O)C2CCN(c3ccc(C(F)(F)F)cn3)CC2)cc1 ?
LAP4-GFP MLPCN: 120; AGP1-GFP MLPCN: 100; VLA-4 inh: 5; CIT2-GFP yeast: 91; MEP2-GFP yeast: 101; GRK2 inh: 0; CR mimetic SO: 122; RPL19A-GFP yeast: 102

Results for COc1cccc(C(=O)N2C(C(=O)O)CSC2c2ccccc2Cl)c1 (stereo unspecified) ?
LAP4-GFP MLPCN: 103; AGP1-GFP MLPCN: 97; VLA-4 inh: 9; CIT2-GFP yeast: 88; MEP2-GFP yeast: 136; GRK2 inh: 1; CR mimetic SO: 114; RPL19A-GFP yeast: 96

What do the screens show for `O=C(COc1ccc2ccccc2c1)Nc1ccc2c3c(cccc13)CC2`?
LAP4-GFP MLPCN: 91; AGP1-GFP MLPCN: 100; VLA-4 inh: -7; CIT2-GFP yeast: 98; MEP2-GFP yeast: 91; GRK2 inh: 0; CR mimetic SO: 88; RPL19A-GFP yeast: 102

Results for C/C(=N\O)C(C)(C)Nc1ccc(Cl)cc1 ?
LAP4-GFP MLPCN: 109; AGP1-GFP MLPCN: 107; VLA-4 inh: 9; CIT2-GFP yeast: 101; MEP2-GFP yeast: 100; GRK2 inh: 0; CR mimetic SO: 102; RPL19A-GFP yeast: 97

How did Cc1ccc(C)c(S(=O)(=O)NCc2ccc(C(=O)N3CCCCCC3)cc2)c1 do in these assays?
LAP4-GFP MLPCN: 101; AGP1-GFP MLPCN: 100; VLA-4 inh: -2; CIT2-GFP yeast: 104; MEP2-GFP yeast: 104; GRK2 inh: 3; CR mimetic SO: 112; RPL19A-GFP yeast: 100

How did CC(C)[C@H](NC(=O)c1ccccc1)C(=O)OCc1nc2scc(-c3ccccc3)c2c(=O)[nH]1 do in these assays?
LAP4-GFP MLPCN: 125; AGP1-GFP MLPCN: 107; VLA-4 inh: -4; CIT2-GFP yeast: 102; MEP2-GFP yeast: 109; GRK2 inh: 4; CR mimetic SO: 105; RPL19A-GFP yeast: 93

Results for O=C(COc1ccc(Cl)cc1)Nc1nnc(C2=COCCO2)o1 ?
LAP4-GFP MLPCN: 102; AGP1-GFP MLPCN: 104; VLA-4 inh: 11; CIT2-GFP yeast: 102; MEP2-GFP yeast: 101; GRK2 inh: 0; CR mimetic SO: 95; RPL19A-GFP yeast: 102

Results for O=C(Nc1ccc(Oc2ccccc2)nc1)C1CCN(Cc2ccco2)CC1 ?
LAP4-GFP MLPCN: 102; AGP1-GFP MLPCN: 103; VLA-4 inh: -3; CIT2-GFP yeast: 107; MEP2-GFP yeast: 101; GRK2 inh: 20; CR mimetic SO: 91; RPL19A-GFP yeast: 103

What do the screens show for `COc1ccc2cc3cc(C(=O)N(C)C4CCCCC4)oc3nc2c1`?
LAP4-GFP MLPCN: 95; AGP1-GFP MLPCN: 98; VLA-4 inh: -1; CIT2-GFP yeast: 98; MEP2-GFP yeast: 98; GRK2 inh: 7; CR mimetic SO: 116; RPL19A-GFP yeast: 101

Results for O=C(CCN1C(=O)c2ccccc2C1=O)N1CCOCC1 ?
LAP4-GFP MLPCN: 88; AGP1-GFP MLPCN: 94; VLA-4 inh: 2; CIT2-GFP yeast: 95; MEP2-GFP yeast: 91; GRK2 inh: 0; CR mimetic SO: 100; RPL19A-GFP yeast: 98

How did CCc1ccc(/C=C2/Sc3ccccc3N(CC(=O)NCCCN3CCOCC3)C2=O)cc1 do in these assays?
LAP4-GFP MLPCN: 108; AGP1-GFP MLPCN: 92; VLA-4 inh: 8; CIT2-GFP yeast: 84; MEP2-GFP yeast: 95; GRK2 inh: 0; CR mimetic SO: 109; RPL19A-GFP yeast: 96

Results for Cn1c(N2CCOCC2)c(C=O)c2ccccc21 ?
LAP4-GFP MLPCN: 101; AGP1-GFP MLPCN: 100; VLA-4 inh: -8; CIT2-GFP yeast: 105; MEP2-GFP yeast: 103; GRK2 inh: 0; CR mimetic SO: 91; RPL19A-GFP yeast: 107

Results for COCCn1c(-c2ccccc2)nc2c(c(=O)c3ccccc3n2C)c1=O ?
LAP4-GFP MLPCN: 98; AGP1-GFP MLPCN: 98; VLA-4 inh: -7; CIT2-GFP yeast: 91; MEP2-GFP yeast: 90; GRK2 inh: 0; CR mimetic SO: 99; RPL19A-GFP yeast: 92

How did Cn1c(=O)n(Cc2ccco2)c(=N)c2c3c(sc21)CCC3 do in these assays?
LAP4-GFP MLPCN: 98; AGP1-GFP MLPCN: 102; VLA-4 inh: -4; CIT2-GFP yeast: 99; MEP2-GFP yeast: 102; GRK2 inh: 7; CR mimetic SO: 108; RPL19A-GFP yeast: 98

Next part, overlapping the part above by two compounds.
Results for COCCn1c(-c2ccccc2)nc2c(c(=O)c3ccccc3n2C)c1=O ?
LAP4-GFP MLPCN: 98; AGP1-GFP MLPCN: 98; VLA-4 inh: -7; CIT2-GFP yeast: 91; MEP2-GFP yeast: 90; GRK2 inh: 0; CR mimetic SO: 99; RPL19A-GFP yeast: 92

How did Cn1c(=O)n(Cc2ccco2)c(=N)c2c3c(sc21)CCC3 do in these assays?
LAP4-GFP MLPCN: 98; AGP1-GFP MLPCN: 102; VLA-4 inh: -4; CIT2-GFP yeast: 99; MEP2-GFP yeast: 102; GRK2 inh: 7; CR mimetic SO: 108; RPL19A-GFP yeast: 98

What do the screens show for `O=C(NCc1ccccc1)C(Cc1ccccc1)N1C(=O)C2C3CCC(C3)C2C1=O` (stereo unspecified)?
LAP4-GFP MLPCN: 80; AGP1-GFP MLPCN: 93; VLA-4 inh: 11; CIT2-GFP yeast: 107; MEP2-GFP yeast: 104; GRK2 inh: 0; CR mimetic SO: 97; RPL19A-GFP yeast: 100

What do the screens show for `CCOC(=O)CSc1nnc(CNC(=O)c2ccc(OC)cc2OC)n1C`?
LAP4-GFP MLPCN: 99; AGP1-GFP MLPCN: 105; VLA-4 inh: 9; CIT2-GFP yeast: 102; MEP2-GFP yeast: 99; GRK2 inh: 1; CR mimetic SO: 120; RPL19A-GFP yeast: 99

What do the screens show for `O=C(N1CCC(n2nc(-c3ccccc3)oc2=O)CC1)C1(c2ccccc2)CC1`?
LAP4-GFP MLPCN: 88; AGP1-GFP MLPCN: 91; VLA-4 inh: 7; CIT2-GFP yeast: 92; MEP2-GFP yeast: 95; GRK2 inh: 2; CR mimetic SO: 83; RPL19A-GFP yeast: 96

What do the screens show for `Oc1ccc(/C=N/N2CCN(C3c4ccccc4-c4ccccc43)CC2)c(O)c1`?
LAP4-GFP MLPCN: 104; AGP1-GFP MLPCN: 99; VLA-4 inh: 10; CIT2-GFP yeast: 96; MEP2-GFP yeast: 94; GRK2 inh: 4; CR mimetic SO: 93; RPL19A-GFP yeast: 95

Results for CC(=O)NCC(=O)N[C@@H](CC(=O)OCc1ccccc1)C(=O)OCc1ccccc1 ?
VLA-4 inh: 17; MEP2-GFP yeast: 105; GRK2 inh: 0; CR mimetic SO: 88; RPL19A-GFP yeast: 102

How did O=C(COc1ccc2c(c1)oc(=O)c1ccccc12)N[C@@H](Cc1c[nH]c2ccccc12)C(=O)O do in these assays?
LAP4-GFP MLPCN: 98[may fluoresce red]; AGP1-GFP MLPCN: inconclusive; VLA-4 inh: -6; CIT2-GFP yeast: 95[may fluoresce red]; MEP2-GFP yeast: inconclusive; GRK2 inh: 4; CR mimetic SO: 116; RPL19A-GFP yeast: inconclusive

How did CCC1CCC(C(=O)NC(CCSC)C(=O)NCCc2ccc(S(N)(=O)=O)cc2)CC1 (stereo unspecified) do in these assays?
LAP4-GFP MLPCN: 87; AGP1-GFP MLPCN: 107; VLA-4 inh: -2; CIT2-GFP yeast: 111; MEP2-GFP yeast: 109; GRK2 inh: 0; CR mimetic SO: 101; RPL19A-GFP yeast: 108

Results for CC(C)CC(=O)Nc1ccc(C(=O)COc2ccc(-c3nnco3)cc2)cc1 ?
AGP1-GFP MLPCN: 90; VLA-4 inh: 8; CIT2-GFP yeast: 89; MEP2-GFP yeast: 93; GRK2 inh: 0; CR mimetic SO: 107; RPL19A-GFP yeast: 91

How did CCOC(=O)c1nn(-c2ccc(C)c(C)c2)c(=O)c2c(N)scc12 do in these assays?
LAP4-GFP MLPCN: 97; AGP1-GFP MLPCN: 101; VLA-4 inh: -8; CIT2-GFP yeast: 98; MEP2-GFP yeast: 105; GRK2 inh: 9; CR mimetic SO: 104; RPL19A-GFP yeast: 101

How did COc1ccc(Cc2nc3ccc(C(=O)NC(C)Cc4ncccc4C)cc3o2)cc1OC (stereo unspecified) do in these assays?
LAP4-GFP MLPCN: 92; AGP1-GFP MLPCN: 101; VLA-4 inh: 7; CIT2-GFP yeast: 98; MEP2-GFP yeast: 97; GRK2 inh: 3; CR mimetic SO: 91; RPL19A-GFP yeast: 99

Structures listed so far that have four or more nitrogen atoms:
Results for COc1cccc(N2CCN(C(c3ccccn3)c3nnnn3C(C)(C)C)CC2)c1 (stereo unspecified) ?
LAP4-GFP MLPCN: 95; AGP1-GFP MLPCN: 95; VLA-4 inh: 7; CIT2-GFP yeast: 94; MEP2-GFP yeast: 97; GRK2 inh: 1; CR mimetic SO: 89; RPL19A-GFP yeast: 98

What do the screens show for `CCOC(=O)CSc1nnc(CNC(=O)c2ccc(OC)cc2OC)n1C`?
LAP4-GFP MLPCN: 99; AGP1-GFP MLPCN: 105; VLA-4 inh: 9; CIT2-GFP yeast: 102; MEP2-GFP yeast: 99; GRK2 inh: 1; CR mimetic SO: 120; RPL19A-GFP yeast: 99
